TDP1 cell noCPT – qHTS for Inhibitors of human tyrosyl-DNA phosphodiesterase 1 (TDP1): qHTS in cells in absence of CPT; DT40 Tdp1-/- hTDP1 cells, no CPT, ATP luminescence, 48 h; Potency, µM (doses to about 46.2 µM), for inactives: top-dose activity change, negative = growth inhibition, hits mostly inhibitors; 15% of 420,000 active; AID 686978, 2013; also: nearly all actives have a fitted effect of over 55% in size
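Stably hTDP1-transfected Tdp1-null chicken DT40 cells were treated with library compounds minus camptothecin and grown for at least 48 hr at 37 °C, after which cellular ATP was quantified by luminescence.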
N370S GC mod – qHTS Assay for Inhibitors and Activators of N370S glucocerebrosidase as a Potential Chaperone Treatment of Gaucher Disease. Lysosomal acid glucosylceramidase (Homo sapiens), P04062. N370S GC spleen homogenate, 4MU-glucoside fluorescence. Potency, µM (doses to about 59.4 µM), without a hit: at the top dose activity change, negative = inhibition, hits mostly inhibitors. 0.092% of 330,000 active;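 also: 0% = full enzyme activity and -100% = no enzyme basal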
TDP1 block – qHTS Assay for Inhibitors of Tyrosyl-DNA Phosphodiesterase (TDP1). recombinant TDP1, AlphaScreen DNA substrate cleavage. Potency, µM (titrated, usually from 130 µM), for inactives: at the top dose activity change, negative = inhibition, usual class: inhibitors. 0.28% of 350,000 active. Tyrosyl-DNA phosphodiesterase 1 (Homo sapiens), Q9NUW8; also: nearly all actives have a fitted effect of over 40% in size
Target sequence (Q9NUW8 whole entry, looked up): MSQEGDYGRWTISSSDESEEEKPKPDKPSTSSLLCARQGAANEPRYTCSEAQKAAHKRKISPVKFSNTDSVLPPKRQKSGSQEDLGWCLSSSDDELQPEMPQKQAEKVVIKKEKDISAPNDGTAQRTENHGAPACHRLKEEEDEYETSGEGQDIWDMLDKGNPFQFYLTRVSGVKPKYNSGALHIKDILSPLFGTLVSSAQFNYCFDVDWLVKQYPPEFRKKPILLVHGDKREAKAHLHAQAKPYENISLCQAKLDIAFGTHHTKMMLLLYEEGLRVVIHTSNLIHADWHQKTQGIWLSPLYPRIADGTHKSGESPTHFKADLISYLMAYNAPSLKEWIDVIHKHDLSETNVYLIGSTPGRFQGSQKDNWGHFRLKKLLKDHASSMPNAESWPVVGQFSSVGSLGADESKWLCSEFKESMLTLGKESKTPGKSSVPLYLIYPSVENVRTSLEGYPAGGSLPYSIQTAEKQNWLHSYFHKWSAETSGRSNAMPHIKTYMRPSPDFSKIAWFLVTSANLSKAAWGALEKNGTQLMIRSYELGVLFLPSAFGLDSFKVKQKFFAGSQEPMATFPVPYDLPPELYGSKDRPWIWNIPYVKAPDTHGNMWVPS
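Recombinant E. coli-expressed Tdp1 (1 nM) preincubated with compound 15 min at RT, then 5'-biotin/3'-phosphotyrosine-FITC DNA substrate (15 nM) added for 5 min. AlphaScreen beads (10 ug/ml) added, 10 min RT; tyrosine-FITC cleavage read as signal loss.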
The depositor's hits bear a star; ? = inconclusive; nt = no result given; [ ] = another dose, or the depositor's remark. Calls follow the shape of the dose curve; as a rule, active = well fitted curve in the direction sought with a large enough effect; inconclusive = small, poorly fitted or top-dose-only effect, or another doubt; inactive = no such curve, though single readings can be large; an effect the other way counts as inactive or inconclusive. Unless noted, % is scaled to controls: 0 for no effect and ±100 for the full control effect; potency is read from the fitted curve at half-maximal effect. Not all compounds are listed; the hit share may differ from the screen's.

SMILES	TDP1 cell noCPT	N370S GC mod	TDP1 block
Cc1ccc2oc(=O)c(/C=C(\O)c3ccco3)nc2c1	-24%	-17%	0%
NC(=O)c1ccc(NC(=O)CSc2cn(CC(=O)N3CCOCC3)c3ccccc23)cc1	-13%	-26%	1%
COCCCNC(=S)N(Cc1ccccc1)Cc1ccc(F)cc1	-15%	?	0%
CN(C)c1cccc(N(C)C)c1CNC(=O)C(C)(C)C	-14%	2%	1%
CCC1CCCCN1C(=O)COc1ccc(N(C)S(=O)(=O)c2ccc(C)cc2)cc1 (stereo not given)	15µM*	4%	2%
COc1ccc2cc(CCNC(=O)C(C)(C)C)c(=O)[nH]c2c1	-11%	-5%	3%
O=C(NC1CCCC1)C(c1cccs1)N(C(=O)c1csnn1)c1ccccc1F (stereo not given)	?	-2%	nt
CCc1nc(C)ccc1OCC(=O)N1CCc2c([nH]c3ccccc23)C1c1ccccn1 (stereo not given)	23µM*	-11%	3%
O=c1c(Cc2c(F)cccc2Cl)c(O)ccn1C1CCCCCC1	-23%	8%	0%
CCC(CO)Oc1cc(NCc2cccc(OC)c2)c2ncn(C(C)C)c2c1 (stereo not given)	?	nt	7%
Cc1ccc(NC(=O)CCS(=O)(=O)c2cccc3nonc23)cc1	0%	3%	0%
CCOC(=O)C(NC(=O)CC)C(O)c1cccc([N+](=O)[O-])c1 (stereo not given)	-7%	3%	-4%
Cc1ccccc1N1CCN(S(=O)(=O)CC23CCC(CC2=O)C3(C)C)CC1 (stereo not given)	-10%	2%	5%
CCCNc1ccc(S(=O)(=O)N(CC)CC)cn1	-90%	6%	3%
O=C(CNC(=O)c1ccc2ccccc2c1)NCc1ccc(F)cc1	?	3%	nt
CCOCCCNS(=O)(=O)c1ccc(NC(=O)CN2C(=O)c3ccccc3C2=O)cc1	5%	-6%	6%
CCCN(CCC)c1nc(N)nc(-c2cc(Cl)ccc2OC)n1	?	-14%	3%
O=C(CNC(=O)C1COc2ccccc2O1)N/N=C\c1ccc(Br)cc1 (stereo not given)	8%	-5%	1%
CCOc1ccccc1-n1c(C)cc(C=O)c1C	-16%	7%	-3%
CNC(=S)NNC(=O)c1cccn(Cc2ccc(Cl)cc2Cl)c1=O	nt	-22%	10%
CCCC/C(O)=C1\C(=O)CC(C)(C)CC1=Nc1ccccc1OC	?	3%	4%
Cc1ccccc1Cn1c(CCCNC(=O)C2CCCCC2)nc2ccccc21	15µM*	nt	3%
CCOc1ccc(C2SCC(=O)N2c2c(C)n(C)n(-c3ccccc3)c2=O)cc1 (stereo not given)	-2%	-12%	1%
CC(=O)N1c2ccc(S(=O)(=O)N3CCC(C(=O)N4CCC(C)CC4)CC3)cc2CC1C (stereo not given)	?	-1%	4%
O=C(CNC(=O)c1ccncc1)N/N=C/c1ccc(O)cc1O	18µM*	-8%	-3%
Cc1ccc(CNC(=O)C2CCCN(S(=O)(=O)c3cccc4nsnc34)C2)cc1 (stereo not given)	-14%	nt	5%
COc1ccc(N(CC(=O)N/N=C/c2cccs2)S(=O)(=O)c2ccccc2)cc1	0%	23%	-5%
C/C(=C\c1ccco1)C1C(C#N)=C(N)Oc2n[nH]c(-c3ccc(C)cc3)c21 (stereo not given)	?	-10%	3%
COc1cc(C(=O)N2CCCN(C)CC2)cc(OC)c1C	5%	0%	nt
CC1(c2nnc(-c3ccncc3)o2)CC(c2c(Cl)cccc2Cl)=NO1 (stereo not given)	?	4%	4%
COc1ccc(NC2=C3CC(C)CC=C3N(c3ccc(OC)cc3)C2=O)cc1 (stereo not given)	?	7%	0%
CCc1ccc(C(=O)NNC(=O)CN2C(=O)NC3(CCCC3)C2=O)cc1	-13%	nt	0%
O=C(COC(=O)c1ccccn1)Nc1ccc2c(c1)OCCO2	3%	nt	3%
COC(=O)c1cccc(NC(=O)c2cccnc2)c1	-19%	-1%	-2%
CCCN(CC(=O)Nc1ccccc1OC)C(=O)Cn1[nH]c(=O)c2ccccc2c1=O	12%	nt	1%
Cc1oc2c(C)c(O)ccc2c(=O)c1-c1cnn(-c2ccccc2)c1	?	4%	-1%
COCCN(C(=O)Cn1nnc2ccccc21)C(C(=O)NC1CCCCC1)c1ccc(OC)cc1OC (stereo not given)	-7%	18%	5%
Cc1nc2cc(NC(=O)c3ccc(N4C(=O)CCC4=O)cc3)ccc2s1	4%	-1%	0%
O=C(O)CCN1C(=O)c2ccc(NC(=O)c3cccs3)cc2C1=O	1%	-1%	0%
Cc1ncc(CN2CCCC(CCC(=O)NCc3ccc(F)c(F)c3)C2)s1 (stereo not given)	-24%	-12%	-1%
Cc1c(Cl)ccc2sc(N3CCN(C(=O)c4ccco4)CC3)nc12	12µM*	nt	-10%
O=c1c2oc3ccccc3c2n(Cc2cccc(C(F)(F)F)c2)c(=O)n1Cc1ccc2c(c1)OCO2	?	nt	3%
O=C(Nc1nnc(SCc2ccc(F)cc2)s1)C1CC(=O)N(Cc2ccccc2)C1 (stereo not given)	?	-3%	3%
C=CCNc1nc(Nc2ccc([N+](=O)[O-])cc2)nc(N2CCCC2)n1	?	10%	5%
Cc1cc(Oc2nc3c(C)cccn3c(=O)c2/C=C(\C#N)S(=O)(=O)c2ccc(Cl)cc2)ccc1Cl	23µM*	1%	-3%
O=C(O)Cn1c(-c2ccccn2)nc2ccccc21	-10%	1%	nt
O=c1[nH]c(Cc2ccccc2)nc2c1oc1ccccc12	?	-5%	2%
COc1cc(CCCN2CCNC[C@@H]2C(C)O)cc(OC)c1OC (stereo not given in full)	-8%	-2%	-4%
CCN(CC)CCNC(=O)c1cc2c(s1)-c1ccccc1SC2	16µM*	-2%	nt
Nc1ccccc1S(N)(=O)=O	-12%	-3%	3%[56.1 µM]

Other entries follow:
SMILES	TDP1 cell noCPT	N370S GC mod	TDP1 block
O=C(C[C@H]1C/C=C\C[C@H](NC(=O)OCC2c3ccccc3-c3ccccc32)C(=O)OC[C@@H]2CCCN2C1=O)N[C@H](CO)Cc1ccccc1	9.2µM*	nt	-4%
COC(=O)NNC(=O)COc1ccccc1C	-6%	-3%	0%
CCOc1ccc(S(=O)(=O)N2CCC(C(=O)NCc3ccccn3)CC2)cc1C	-22%	-3%	3%
O=C(CC12CC3CC(CC(C3)C1)C2)N1CCCOC1	-4%	10%[2.35 µM]	0%
Cc1ccc(C)c(S(=O)(=O)c2nnn3c2nc(NCc2ccc4c(c2)OCO4)c2sccc23)c1	?	nt	5%
CCOc1ccc(C(=O)Nc2nc(-c3ccc(Br)cc3)ns2)cc1	?	nt	3%
Cc1ccc(C[C@@H](NS(=O)(=O)c2ccc(C(=O)O)cc2)C(=O)O)cc1	nt	-3%	16%
O=C(O)c1cccc(NC(=O)c2cn(-c3ccccc3)nc2-c2cccc(Br)c2)c1	-2%	-12%	nt
N/C(Cc1ccccc1)=N\OC(=O)c1cccc2ccccc12	?	5%	4%
O=C(O)CCCCCCCCCCP(=O)(c1ccccc1)c1ccccc1	6%	23%	7%
COc1ccccc1Cn1c(=O)c2ccccc2n2c(Sc3ncnc4sccc34)nnc12	21µM*	30%	2%
Cc1cc(Cl)c(S(=O)(=O)N(C)C)cc1OCC(N)=O	-1%	2%	9%
O=C(CS(=O)(=O)Cc1ccccc1)N1CCN(c2cccc(C(F)(F)F)c2)CC1	?	1%	3%
CC(=O)OC(C(=O)NCCN1CCOCC1)c1c(F)cccc1F (stereo not given)	7%	0%	nt
O=C(Cc1ncc(C(F)(F)F)cc1Cl)Nc1cccc(Br)c1	-18%	8%	-4%
CNc1nc(C)c(C(=O)OCc2ccccc2)s1	-22%	7%	7%
Cc1cc(OCCCn2c(CCNC(=O)C3CCCCC3)nc3ccccc32)ccc1Cl	7.3µM*	nt	5%
CCc1ccc(NC(=O)C(=O)NCC(O)c2ccccc2)cc1 (stereo not given)	-4%	23%	0%
O=C(CCn1c(=O)c2cccn2c2cccnc21)NCc1ccccc1F	-26%	nt	0%
CC(=O)c1ccc(OCc2cc(C(=O)NCC3CCCCO3)no2)cc1 (stereo not given)	-8%	-10%	5%
Cc1cc(NC(=O)c2c(Br)c(C)nn2C)no1	?	10%	3%
Cc1ccc(OC(F)F)c(NC(=O)Nc2cccc(C(F)(F)F)c2)c1	?	6%	-2%
CC(OC(=O)C1CC(=O)N(Cc2ccccc2)C1)C(=O)Nc1cccc(C#N)c1 (stereo not given)	0%	3%	4%
COc1ccc(C/C(N)=N/OC(=O)c2cccc([N+](=O)[O-])c2)cc1	?	10%	5%
NS(=O)(=O)c1ccc(NC(=O)CSc2n[nH]c(=O)n2Cc2ccccc2)cc1	-9%	6%	10%
O=C(O)c1ccc2c(=O)n3c(nc2c1)/C(=C/c1ccc(Cl)cc1Cl)CC3	?	4%	nt
CC(=O)c1ccc(N2CCN(C(=O)c3ccc(Br)cc3)CC2)c(F)c1	13µM*	10%	-2%
Cc1ccc(C(=O)Nc2cccnc2)cc1Cl	-23%	-8%	5%
Cn1cc(CN2CCCC(C(=O)Nc3cccc(-c4cc5ccccc5[nH]4)c3)C2)cn1 (stereo not given)	?	-30%	7%

In the list so far, these have an aryl methoxy group.
SMILES	TDP1 cell noCPT	N370S GC mod	TDP1 block
COc1ccc2cc(CCNC(=O)C(C)(C)C)c(=O)[nH]c2c1	-11%	-5%	3%
CCC(CO)Oc1cc(NCc2cccc(OC)c2)c2ncn(C(C)C)c2c1 (stereo not given)	?	nt	7%
CCCN(CCC)c1nc(N)nc(-c2cc(Cl)ccc2OC)n1	?	-14%	3%
CCCC/C(O)=C1\C(=O)CC(C)(C)CC1=Nc1ccccc1OC	?	3%	4%
COc1ccc(N(CC(=O)N/N=C/c2cccs2)S(=O)(=O)c2ccccc2)cc1	0%	23%	-5%
COc1cc(C(=O)N2CCCN(C)CC2)cc(OC)c1C	5%	0%	nt
COc1ccc(NC2=C3CC(C)CC=C3N(c3ccc(OC)cc3)C2=O)cc1 (stereo not given)	?	7%	0%
CCCN(CC(=O)Nc1ccccc1OC)C(=O)Cn1[nH]c(=O)c2ccccc2c1=O	12%	nt	1%
COCCN(C(=O)Cn1nnc2ccccc21)C(C(=O)NC1CCCCC1)c1ccc(OC)cc1OC (stereo not given)	-7%	18%	5%
COc1cc(CCCN2CCNC[C@@H]2C(C)O)cc(OC)c1OC (stereo not given in full)	-8%	-2%	-4%
COc1ccccc1Cn1c(=O)c2ccccc2n2c(Sc3ncnc4sccc34)nnc12	21µM*	30%	2%
COc1ccc(C/C(N)=N/OC(=O)c2cccc([N+](=O)[O-])c2)cc1	?	10%	5%

Screening data: PubChem, National Center for Advancing Translational Sciences (NCATS)
